Bioassay records as filed in PubChem.
DRD3 agonist: D3 dopamine receptor (human) agonism; P35462; D3R DiscoveRx beta-arrestin cells, luminescence, 90 min; max activation, %; hit rate 0.58% among 410,000; in the data active = max activation above about 30%; also: 0% is about no effect; mostly tested at two doses, the higher about 12 µM
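Agonist mode: compounds and dopamine controls were applied to plated cells for 90 min at 37 degrees C after an overnight attachment at 1500 cells/well. Luminescent read-out followed 30 - 60 minutes at room temperature with DiscoveRx detection reagent.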
aSyn rescue: rescues yeast growth from alpha-synuclein toxicity; Yeast expressing alpha-synuclein, growth rescue, BacTiter-Glo, 24 h; Potency, µM (top dose mostly 46.1 µM), inactives show at the top dose growth rescue (activation), hits mostly activators; hit rate 0.14% among 370,000; AID 652106; also: potency is read from the fitted curve at half-maximal effect; % of control where 0% means no effect; nearly all actives have a fitted effect of over 65% in size
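Screening used galactose-induced yeast with toxic alpha-synuclein levels, exposed to compound for 24 hr at 30 deg C. Cell growth, read with BacTiter-Glo luminescence, gave the measured signal.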
FUS yeast rescue: suppressors of FUS proteinopathy in yeast; S. cerevisiae FUS-expressing, growth rescue, OD600, 24 h; Potency, µM (titrated, usually from 76.6 µM), for inactives: at the highest dose growth rescue (activation), hits mostly activators; hit rate 0.24% among 390,000; AID 1347120;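 also: potency is read from the fitted curve at half-maximal effect; plate controls were DMSO vehicle for no effect and reference control for full effect; nearly all actives have a fitted effect of over 55% in size; some results filed as inactive show a strong effect at the top dose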
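Restored growth of FUS-toxic S. cerevisiae, read as 600 nm absorbance after 24 h at 30C in galactose medium (starting OD 0.005). Controls CP55940 and DMSO.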
TDP43 rescue: TDP-43 toxicity inhibition in yeast. TDP-43 expressing yeast growth rescue, BacTiter-Glo, 24 h. Potency, µM (doses to about 46.1 µM), inactives show top-dose growth rescue (activation), actives largely listed as activators. AID 652104. hit rate 1.8% among 410,000; also: potency is read from the fitted curve at half-maximal effect; % of control where 0% means no effect; nearly all actives have a fitted effect of over 50% in size
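In this qHTS, compounds that restore growth of yeast expressing TDP-43 appear as activators. Cells (OD600=0.02, galactose medium, raffinose-pregrown) are incubated with compound 24 hr at 30 deg C and growth is quantified by BacTiter-Glo.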
DRD3 antagonist: blocks the human D3 dopamine receptor. P35462. D3R cells, DiscoveRx beta-arrestin luminescence, antagonist mode; stronger effect = lower value. max response, negative = inhibition, %. hit rate 2.5% among 360,000. AID 652054; in the data active = max response below about -50%; inconclusive = no clear call, values can overlap the other calls; also: % is scaled to controls: 0 for no effect and ±100 for the full control effect; mostly tested at two doses, the higher about 12 µM
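Cells plated overnight at 1500 cells/well, then exposed to library compounds with dopamine controls for 90 minutes at 37 degrees C. DiscoveRx reagent added for 30–60 minutes at room temperature; luminescence read, quantitative HTS format.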
EPAC2 agonist: agonists of human EPAC2 (RAPGEF4) | Q8WZA2 | EPAC2 activation, biochemical qHTS; response scale: 100% = 6.5 mM cAMP response | Potency, µM (series often up to 154 µM), for the others: at the highest dose activation, usual class: activators | hit rate 0.079% among 360,000 | AID 720711; also: potency is read from the fitted curve at half-maximal effect; nearly all actives have a fitted effect of over 50% in size
Target sequence (Q8WZA2 whole entry, looked up): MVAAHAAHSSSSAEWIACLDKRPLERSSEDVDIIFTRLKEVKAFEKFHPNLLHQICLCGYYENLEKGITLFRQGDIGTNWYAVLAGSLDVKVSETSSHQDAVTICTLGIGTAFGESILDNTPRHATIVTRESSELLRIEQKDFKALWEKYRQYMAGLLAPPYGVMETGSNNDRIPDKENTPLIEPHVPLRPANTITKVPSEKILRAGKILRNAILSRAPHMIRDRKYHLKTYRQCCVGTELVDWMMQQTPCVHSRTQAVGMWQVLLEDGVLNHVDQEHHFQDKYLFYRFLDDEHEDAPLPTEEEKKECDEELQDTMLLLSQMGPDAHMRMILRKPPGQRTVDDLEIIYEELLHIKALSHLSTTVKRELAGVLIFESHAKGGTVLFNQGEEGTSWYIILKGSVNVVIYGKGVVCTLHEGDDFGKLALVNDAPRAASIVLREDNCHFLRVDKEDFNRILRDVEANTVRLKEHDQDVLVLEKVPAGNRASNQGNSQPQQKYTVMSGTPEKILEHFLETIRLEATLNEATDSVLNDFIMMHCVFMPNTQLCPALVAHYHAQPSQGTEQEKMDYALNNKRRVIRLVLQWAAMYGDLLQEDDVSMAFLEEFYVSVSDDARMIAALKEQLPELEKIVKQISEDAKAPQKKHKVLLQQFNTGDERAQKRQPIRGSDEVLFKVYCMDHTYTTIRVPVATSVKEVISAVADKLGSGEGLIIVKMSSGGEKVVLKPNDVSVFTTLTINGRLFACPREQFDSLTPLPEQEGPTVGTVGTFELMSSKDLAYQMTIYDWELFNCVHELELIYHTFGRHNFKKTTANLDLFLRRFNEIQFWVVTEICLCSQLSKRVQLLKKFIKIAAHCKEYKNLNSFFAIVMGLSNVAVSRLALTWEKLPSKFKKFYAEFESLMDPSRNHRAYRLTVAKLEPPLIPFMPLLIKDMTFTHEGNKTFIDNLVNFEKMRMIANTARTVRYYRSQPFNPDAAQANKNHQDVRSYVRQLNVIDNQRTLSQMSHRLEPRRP
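Compounds were added across a concentration range to EPAC2 (100 nM), RAP1B-BODIPY-GDP (250 nM) and GDP (50 uM). After 5 min at room temperature, fluorescence was recorded at 5-min intervals for 30 min.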
Abeta yeast res: A-beta toxicity reversal in yeast. AID 1347071. yeast expressing A-beta42, growth rescue, OD600, 48 h; response scale: 0% DMSO, 100% iron-clioquinol control. Potency, µM (top dose mostly 46.1 µM), without a hit: at the highest dose growth rescue, most hits filed as activators. hit rate 0.063% among 410,000; also: potency is read from the fitted curve at half-maximal effect; nearly all actives have a fitted effect of over 55% in size
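Growth rescue measured by 600 nm absorbance after 48 h yeast culture at 30 C with compound. Values normalized between DMSO and an equimolar ferric chloride plus clioquinol control.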
EPAC2 antag: blocks human EPAC2 exchange factor. hit rate 0.18% among 360,000. AID 720708. Potency, µM (top dose mostly 114 µM), for inactives: at the highest dose activity, negative = inhibition, most hits filed as inhibitors. EPAC2 GEF exchange of Rap1B-BODIPY-GDP, fluorescence; also: potency is read from the fitted curve at half-maximal effect; % is scaled to controls: 0 for no effect and ±100 for the full control effect; nearly all actives have a fitted effect of over 45% in size; many of its hits are not listed in these tables
Active calls of the source: *; ? = inconclusive; · = no result given; [ ] = remark or other dose. Unless noted, calls follow the shape of the dose curve; as a rule, active = well fitted curve in the direction sought with a large enough effect; inconclusive = small, poorly fitted or top-dose-only effect, or another doubt; inactive = no such curve, though single readings can be large; an effect the other way counts as inactive or inconclusive.

entry | smiles | DRD3 agonist | aSyn rescue | FUS yeast rescue | TDP43 rescue | DRD3 antagonist | EPAC2 agonist | Abeta yeast res | EPAC2 antag
1 | CCOC(=O)[C@@H]1CSCCS(=O)(=O)N1Cc1ccccc1Br | 4 | 6% | -3% | 3% | 0 | 7% | 11% | -13%
2 | COc1ccc(-c2c(C(F)(F)F)[nH]n3c(=O)cc(-c4ccccc4)nc23)cc1 | 20 | 6% | -5% | -7% | 13 | 0% | -10% | -28%
3 | CNC(=S)N/N=C/c1ccco1 | 5 | 0% | -11% | -1% | -3 | 0% | 13% | -6%
4 | Cc1cc(OC(=O)c2ccc(S(=O)(=O)N3CCCCC3)cc2)c([N+](=O)[O-])c(=O)[nH]1 | -7 | 1% | -3% | -12%[0.397 µM] | -15 | 2% | 1% | 8%
5 | C=CCN1C(=O)CSC1=Nc1ccc(NC(C)=O)cc1 | 2 | 1% | -21% | 14% | 17 | 8% | -12% | -3%
6 | COc1ccc(OC)c(/C=C/C(=O)Nc2cccc(S(=O)(=O)N3CCCC3)c2)c1 | -1 | -7% | 10% | 2% | -1 | 12% | -9% | -8%
7 | COc1cc(/C=N\NC(=O)CC#N)ccc1OC/C=C/c1ccccc1 | -4 | 10% | ? | -14% | -6 | -1% | 4% | -13%
8 | COC(=O)C1=C(C)N(CC(C)C)C(=O)/C1=C\c1cccs1 | -5 | -1% | -4% | -6% | -14 | -13% | 11% | -1%
9 | CC1(OC(=O)CCc2ccccc2)C(=O)C=C2C=C(c3ccc(C#N)cc3)N(CCN3CCOCC3)C=C2C1=O (stereo not given) | 3 | -2% | 22% | 7% | 0 | 3% | -9% | -3%
10 | Nn1c(-c2cccc([N+](=O)[O-])c2)nc2ccccc2c1=O | 6 | -9% | 28% | -23% | -10 | 12% | -17% | -9%
11 | C=CCN(C#N)c1nc(OC)nc(N2CCCC2)n1 | 2 | 2% | 3% | ? | 45 | -4% | -21% | -2%
12 | COc1cc(NC(=O)CN2CCN(c3ccccc3F)CC2)c(C)cc1[N+](=O)[O-] | 0 | -3% | 4% | 1% | 1 | 8% | -1% | 8%
13 | Cc1ccc(-c2[nH]nc3c2C(c2ccccc2OC(=O)N2CCOCC2)C(C#N)=C(N)O3)cc1 (stereo not given) | -10 | -5% | 22% | -25% | -12 | -2% | -18% | 9%
14 | O=C(NC1CC1)c1cccc(NC(=O)C2CCC2)c1 | 13 | -8% | -36% | 4% | 13 | 3% | -9% | -13%
15 | CC(=O)c1sc(Nc2ccc(Oc3ccccc3)cc2)nc1C | 13 | -6% | -15% | 35µM* | 0 | 14% | -5% | -5%
16 | COc1ccc(N2C(=S)N=C(Nc3ccccc3)C23CCCCC3)cc1 | 2 | 2% | -22% | 23% | 10 | -8% | 14% | 12%
17 | Cc1ccc(-n2c(=O)c3c(cnn3C)n(CC(=O)Nc3ccccc3C)c2=O)cc1 | -7 | · | 6% | 10% | · | · | -8% | ·
18 | O=C(Nc1ccc2nc(SCC(=O)N3CCc4ccccc43)sc2c1)c1cccc(F)c1 | 2 | · | 14% | -3% | · | · | -14% | ·
19 | O=C(Cc1ccsc1)Nc1ccc(S(=O)(=O)C(F)F)cc1 | -4 | 2% | 15% | -14% | 1 | -3% | -6% | 5%
20 | O=C(CCc1ccc(S(=O)(=O)N2CCOCC2)cc1)OCC(=O)c1ccc(Br)cc1 | -6 | 8% | -13% | 16% | ? | 8% | 9% | -10%
21 | COc1ccc(N=Cc2c(O)c3ccccc3oc2=O)cc1 | -15 | -3% | -5% | 6% | -29 | 6% | -5% | -1%
22 | CCSc1nnc(NC(=O)c2cc(=O)c3cc(C)ccc3o2)s1 | -12 | · | 3% | 6% | · | · | -13% | ·
23 | CC(C)Oc1cccc(C(=O)C2CCCN(C(=O)c3cncs3)C2)c1 (stereo not given) | 7 | 15% | -7% | 8% | 3 | 0% | ? | -2%
24 | COc1cc(C(=O)NCc2nnc(SCC(=O)N3CCCCCC3)o2)cc(OC)c1OC | 4 | 1% | -5% | 11% | 10 | 4% | 8% | 3%
25 | COc1cccc(OC)c1C(=O)Nc1ccccc1C(=O)N1CCCCCC1 | 1 | -3% | · | 10% | -2 | 1% | -11% | 9%
26 | Cc1ccc(F)cc1NC(=O)CCNC(=O)c1ccc([N+](=O)[O-])cc1 | -1 | 2% | 9% | 2% | -8 | 17% | 7% | 0%
27 | O=C(NC(=S)NCc1ccco1)c1ccc(Br)cc1 | -5 | -2% | 1% | 10% | -10 | 19% | 12% | -2%
28 | Cc1ccc(CNc2nc3ccc(Cl)cc3n3nnnc23)cc1 | -20 | · | -9% | -18% | · | · | -25% | ·
29 | COc1ccc(NC(=O)c2ccc(NC3=NC4CS(=O)(=O)CC4S3)cc2)cc1 (stereo not given) | -7 | 0% | -3% | 9% | 16 | 6% | -1% | 7%
30 | Cc1nn(S(=O)(=O)c2ccc(Br)cc2)c(C)c1S(=O)(=O)N1CCOCC1 | -10 | -6% | -21% | -1% | -16 | -1% | 1% | 4%

Eleven compounds already listed, arranged by count of non-hydrogen atoms, high to low.
entry | smiles | DRD3 agonist | aSyn rescue | FUS yeast rescue | TDP43 rescue | DRD3 antagonist | EPAC2 agonist | Abeta yeast res | EPAC2 antag
9 | CC1(OC(=O)CCc2ccccc2)C(=O)C=C2C=C(c3ccc(C#N)cc3)N(CCN3CCOCC3)C=C2C1=O (stereo not given) | 3 | -2% | 22% | 7% | 0 | 3% | -9% | -3%
18 | O=C(Nc1ccc2nc(SCC(=O)N3CCc4ccccc43)sc2c1)c1cccc(F)c1 | 2 | · | 14% | -3% | · | · | -14% | ·
17 | Cc1ccc(-n2c(=O)c3c(cnn3C)n(CC(=O)Nc3ccccc3C)c2=O)cc1 | -7 | · | 6% | 10% | · | · | -8% | ·
12 | COc1cc(NC(=O)CN2CCN(c3ccccc3F)CC2)c(C)cc1[N+](=O)[O-] | 0 | -3% | 4% | 1% | 1 | 8% | -1% | 8%
25 | COc1cccc(OC)c1C(=O)Nc1ccccc1C(=O)N1CCCCCC1 | 1 | -3% | · | 10% | -2 | 1% | -11% | 9%
30 | Cc1nn(S(=O)(=O)c2ccc(Br)cc2)c(C)c1S(=O)(=O)N1CCOCC1 | -10 | -6% | -21% | -1% | -16 | -1% | 1% | 4%
23 | CC(C)Oc1cccc(C(=O)C2CCCN(C(=O)c3cncs3)C2)c1 (stereo not given) | 7 | 15% | -7% | 8% | 3 | 0% | ? | -2%
28 | Cc1ccc(CNc2nc3ccc(Cl)cc3n3nnnc23)cc1 | -20 | · | -9% | -18% | · | · | -25% | ·
21 | COc1ccc(N=Cc2c(O)c3ccccc3oc2=O)cc1 | -15 | -3% | -5% | 6% | -29 | 6% | -5% | -1%
19 | O=C(Cc1ccsc1)Nc1ccc(S(=O)(=O)C(F)F)cc1 | -4 | 2% | 15% | -14% | 1 | -3% | -6% | 5%
27 | O=C(NC(=S)NCc1ccco1)c1ccc(Br)cc1 | -5 | -2% | 1% | 10% | -10 | 19% | 12% | -2%

Continued:
| cpd | structure | DRD3 agonist | aSyn rescue | FUS yeast rescue | TDP43 rescue | DRD3 antagonist | EPAC2 agonist | Abeta yeast res | EPAC2 antag |
| --- | --- | --- | --- | --- | --- | --- | --- | --- | --- |
| 31 | S=C(Nc1ccc2nccnc2c1)N1CCCC1 | 0 | 5% | 14% | ? | 12 | 7% | -5% | 4% |
| 32 | CCC1Nc2ncnc(N3CCCCC3)c2N(Cc2ccccc2)C1=O (stereo not given) | -8 | 8% | 4% | 18% | -13 | -1% | 8% | -22% |
| 33 | CCOC(=O)c1sc2nc(C)c3c(c2c1N)CC(C)(C)OC3 | 5 | 3% | -3% | 30% | -18 | 1% | 14% | -1% |
| 34 | Cc1nc2c(Br)c3nc(C(F)(F)F)[nH]c3c(Br)c2[nH]1 | 4 | -8% | -7% | -7% | -13 | 2% | 7% | 5% |
| 35 | O=C(Cc1c(F)cccc1Cl)NCCCn1ccnc1 | -8 | -6% | -28% | -3% | -17 | 8% | -1% | -3% |
| 36 | COC(=O)C1C(=O)CC(C)(O)C(C(=O)OC)C1c1ccccc1F (stereo not given) | -4 | 4% | -12% | 15% | 6 | 6% | 7% | -4% |
| 37 | COc1ccc(S(=O)(=O)N2CCOCC2)cc1NC(=O)c1cccc(-n2cccc2)c1 | 2 | 2% | 26% | 17% | 8 | 10% | -5% | 11% |
| 38 | Cc1ccc(C(=O)CCC(=O)N(C)CC(=O)Nc2c(Cl)cccc2Cl)cc1 | 6 | 1% | · | 22% | 11 | 5% | 2% | 7% |
| 39 | FC(F)Sc1ccc(N=C2NN=C(c3ccc4c(c3)OCCO4)CS2)cc1 | 3 | · | 8% | 0% | 36 | 0% | -8% | 0% |
| 40 | COc1ccc(S(=O)(=O)N2CCc3ccccc32)cc1C(=O)Nc1ccc(C(N)=O)cc1 | 7 | 2% | 6% | 0% | 31 | 2% | 9% | -15% |
| 41 | OCC1(Cc2ccc(F)cc2F)CCCN(Cc2ccc(Cl)cc2)C1 (stereo not given) | -21 | -1% | 7% | -24% | -83* | -3% | -16% | -15% |
| 42 | O=c1cc(CN2CCN(Cc3ccccc3)CC2)c2ccc(O)c(O)c2o1 | -20 | 0% | 16% | -6% | -14 | -17% | -23% | -6% |
| 43 | CSc1nc(N2CCOCC2)c2c3c(sc2n1)CCC3 | 11 | 16% | 8% | ? | -65* | 10% | 2% | ? |
| 44 | O=[N+]([O-])c1ccc(N2CCN(S(=O)(=O)c3ccc(Cl)cc3)CC2)cc1NCc1cccnc1 | -5 | 15% | -1% | -8% | 0 | -4% | 7% | -2% |
| 45 | COc1cc(CCNc2ccc3nnc(-c4ccccc4)n3n2)cc(OC)c1OC | 0 | 7% | 6% | 12% | 18 | 4% | -2% | 8% |
| 46 | CCN(CC)C(=O)c1sc(NC(=O)c2ccco2)c(C#N)c1C | -6 | 0% | -8% | -21% | 45 | 13% | 2% | 2% |
| 47 | COc1cccc(NC(=O)Cn2cc(C(=O)c3ccc(F)cc3)c(=O)c3cc(OC)ccc32)c1 | -4 | · | -26% | 13% | · | · | -6% | · |
| 48 | CCN(CC)C(=O)c1[nH]cnc1C(=O)N[C@@H](C)C(=O)OCc1ccccc1 | -8 | -6% | -4% | -10% | -29 | 11% | -7% | -3% |
| 49 | CCC(C)NC(=O)CSc1n[nH]c(=O)n1CCc1ccccc1 (stereo not given) | 0 | -1% | -4% | -15% | -6 | 3% | -9% | 0% |

These rows are one share of the data. The share of hits here may be higher or lower than overall.
